Source: PubChem BioAssay
SRC3 inh – inhibitors of human steroid receptor coactivator 3 (SRC3) | inhibition, % at 3.6 µM | 360,000 compounds, 0.17% hits | HEK293 GAL4-SRC3 luciferase reporter, luminescence;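 active = inhibition above a per-campaign cutoff, the mean of all compounds plus 3 SD, cut at about 60% in these data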;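 also: 0% = DMSO-treated cells and 100% = gossypol-treated cells at 36 µM; higher means less SRC3-driven luciferase light from the GAL4 reporter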
LRH-1 inv ag – suppresses constitutive activity of human LRH-1 | inhibition, % at 3.6 µM | HEK293T StAR-luciferase reporter, LRH-1 transfected, 24 h | O00482 | AID 602396 | 360,000 compounds, 0.13% hits;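 active = inhibition above the mean inhibition of all tested compounds plus 3 SD, cut at about 73% in these data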;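 also: 0% = DMSO wells and 100% = reporter-only cells lacking LRH-1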
Target sequence (O00482 whole entry, looked up): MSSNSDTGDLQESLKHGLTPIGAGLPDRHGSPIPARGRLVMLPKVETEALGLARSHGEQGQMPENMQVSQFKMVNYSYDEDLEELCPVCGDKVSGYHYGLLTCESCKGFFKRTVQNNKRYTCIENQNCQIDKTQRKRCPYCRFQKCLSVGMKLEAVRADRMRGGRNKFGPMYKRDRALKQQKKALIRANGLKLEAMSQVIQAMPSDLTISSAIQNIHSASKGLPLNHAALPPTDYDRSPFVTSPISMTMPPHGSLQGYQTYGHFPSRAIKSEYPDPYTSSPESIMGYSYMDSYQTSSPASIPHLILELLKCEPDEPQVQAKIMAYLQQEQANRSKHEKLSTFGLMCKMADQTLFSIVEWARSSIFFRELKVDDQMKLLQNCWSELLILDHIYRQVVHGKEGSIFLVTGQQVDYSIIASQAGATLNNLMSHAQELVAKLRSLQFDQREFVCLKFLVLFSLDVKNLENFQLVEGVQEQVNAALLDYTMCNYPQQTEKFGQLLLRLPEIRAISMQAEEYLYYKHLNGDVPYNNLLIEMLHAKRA
SRC1 inh – human NCOA1 inhibition; HEK293 GAL4-SRC1 luciferase reporter, luminescence; inhibition, % at 3.6 µM; 360,000 compounds, 0.12% hits;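 active = inhibition above the campaign mean plus 3 SD, with each screening campaign given its own cutoff, cut at about 60% in these data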;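 also: 0% = DMSO treated cells and 100% = gossypol at 36 µM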
TLR9-MyD88 block – inhibitors of human TLR9-MyD88 binding | AID 504734 | CHO BLA complementation TLR9-MyD88, CCF4 FRET ratio | inhibition, % at 4.98 µM | Q9NR96+Q99836 | 340,000 compounds, 0.21% hits;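 active = inhibition above the mean over all tested compounds plus 3 SD, cut at about 21% in these data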;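 also: 0% = DMSO only wells and 100% = clavulanate BLA inhibitor control wells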
NOD2 RIPK2 PPI – inhibitors of human NOD2-RIPK2 interaction; O43353; CHO BLA complementation NOD2-RIPK2, CCF4 ratio; inhibition, % at 4.98 µM; 360,000 compounds, 0.38% hits; AID 624267; in the data active = inhibition above about 21%;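 also: 0% = vehicle only and 100% = reference blocker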
TROY NFkB inh – TROY signaling inhibition; AID 1347056; inhibition, % at 10 µM; Q293 LMP1-TROYcd NF-kB luciferase reporter, 4 h; 360,000 compounds, 0.98% hits;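 active = compounds whose plate-normalised and pattern-corrected inhibition of the luciferase reporter signal at the single screening dose is 50% or more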
NR2F2 inh – inhibitors of human COUP-TFII (NR2F2) | P24468 | HEK293T NGFI-A luciferase reporter, luminescence | inhibition, % at 8.6 µM | 370,000 compounds, 0.7% hits | AID 686940;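 active = inhibition above a per-plate cutoff, mean inhibition of test wells between control levels plus 3 SD, cut at about 38% in these data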;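 also: cells cotransfected with COUP-TFII expression vector driving the NGFI-A reporter; 0% = median of COUP-TF2 test wells and 100% = reporter-only cells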
Target sequence (P24468 whole entry, looked up): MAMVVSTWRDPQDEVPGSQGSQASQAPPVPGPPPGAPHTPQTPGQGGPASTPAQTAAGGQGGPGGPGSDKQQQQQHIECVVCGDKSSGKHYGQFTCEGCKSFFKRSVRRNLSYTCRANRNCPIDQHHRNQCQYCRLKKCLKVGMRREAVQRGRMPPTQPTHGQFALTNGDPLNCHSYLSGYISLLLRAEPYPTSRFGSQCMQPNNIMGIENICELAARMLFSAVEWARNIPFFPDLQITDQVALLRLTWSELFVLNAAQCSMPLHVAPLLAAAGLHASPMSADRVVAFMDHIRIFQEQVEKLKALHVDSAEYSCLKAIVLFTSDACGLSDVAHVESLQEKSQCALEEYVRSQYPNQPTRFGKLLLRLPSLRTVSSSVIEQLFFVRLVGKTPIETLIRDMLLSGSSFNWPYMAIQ
SRC2 inh – inhibits human steroid receptor coactivator 2 | 370,000 compounds, 0.17% hits | AID 651957 | inhibition, % at 9 µM | Q15596 | HEK293 GAL4-SRC2 luciferase reporter, luminescence;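 active = inhibition above the mean inhibition of all tested compounds plus 3 SD, set per campaign, cut at about 52% in these data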;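 also: 0% = DMSO treated cells and 100% = cells given Gossypol at 36 µM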
TRAIL sens C8 – sensitizes caspase-8 expressing cells to TRAIL | NB7+C8 cells + TRAIL, ATPlite viability luminescence | inhibition (viability loss, TRAIL sensitization), % at 10 µM | 360,000 compounds, 1% hits;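 active = compounds causing at least 50% loss of cell viability in the single-dose screen, relative to plate controls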
EBV LMP1 NFkB – Epstein-Barr LMP1 NF-kappaB reporter inhibition; LMP1-induced NF-kappaB luciferase reporter cells, luminescence; inhibition, % at 12.5 µM; 350,000 compounds, 0.69% hits; in the data active = inhibition above about 41%;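 also: 0% = neutral control wells and 100% = reference inhibitor control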
Vif imaging – HIV Vif inhibition | HEK293T cells, Vif self-association by quenched fluorescence, imaging, 24 h | inhibition, % at 7.49 µM | 340,000 compounds, 0.35% hits; in the data active = inhibition above about 50%, passing the limit was not always enough; also: some results filed as inactive read as strong as hits
* marks the source's active call; other numbers are inactive results; . = no result given. Only part of the results is shown, so the mix of outcomes need not match the whole.

SMILES	SRC3 inh	LRH-1 inv ag	SRC1 inh	TLR9-MyD88 block	NOD2 RIPK2 PPI	TROY NFkB inh	NR2F2 inh	SRC2 inh	TRAIL sens C8	EBV LMP1 NFkB	Vif imaging
COc1ccc(N2CCN(C3CCCN(C(=O)CN4CCCC4=O)C3)CC2)cc1 (stereo not drawn)	5.3	5.1	-1.7	2.8	0.5	-8.6	-1.9	7.9	4.8	-4.0	-3.4
c1ccc(N2CCN(Cc3cn4ccccc4n3)CC2)cc1	6.0	3.0	3.9	-6.1	4.2	-3.4	-16.3	12.3	0.0	-6.0	-4.6
Cc1cc(NS(=O)(=O)c2ccc(CC(C)C)cc2)no1	7.8	12.6	-25.0	-5.9	8.5	-6.3	9.2	1.5	4.6	-6.1	-5.2
CCN=C1SC(CC(=O)NC(N)=O)C(=O)N1CC (stereo not drawn)	-7.2	3.5	6.8	-7.8	-1.8	8.7	8.0	-13.4	1.7	2.1	.
CN(CCOc1ccccc1)C(=O)c1cc([N+](=O)[O-])cc([N+](=O)[O-])c1	-12.4	0.5	-21.9	-3.1	2.5	-5.4	-6.6	-28.1	-2.1	-7.1	-1.0
C(=N\c1nc2ccccc2n1Cc1ccccc1)/c1cccs1	6.4	-1.2	-13.0	-0.6	5.5	17.0	14.0	4.3	3.1	8.1	11.1
COc1ccc(-n2c(C)cc(C(=O)Cn3c(NCCO)nc4ccccc43)c2C)cc1	4.7	-4.4	-11.4	-7.0	6.7	1.2	-13.1	-6.6	-5.7	-1.9	.
O=C(NCCc1c[nH]c2ccccc12)c1ccc2c(c1)OCO2	-88.7	-78.4	-77.3	4.9	9.9	-73.1	-23.3	-46.3	17.8	-49.5	-10.3
COc1ccccc1NS(=O)(=O)c1cc(N)ccc1N1CCCC1	0.8	1.6	-16.2	-4.5	-9.8	19.0	2.7	-41.5	-7.8	7.4	4.1
CSCCC(C(=O)NC(C)(C)C)n1c(-c2cccc(NC(C)=O)c2)nc2ccccc21 (stereo not drawn)	.	1.7	.	.	-7.5	.	-1.5	-18.4	9.5	.	.
N#Cc1ccc(C23CC4(C2)[C@H](CN(P(=O)(c2ccccc2)c2ccccc2)[C@@H]4c2ccccc2)C3c2ccc(Cl)nc2)cc1 (stereo partly drawn)	3.0	-9.4	13.8	-12.6	-2.8	26.0	.	.	15.1	3.2	-10.4
N=c1n(CCCOc2ccccc2Cl)c2ccccc2n1CC(N)=O	1.1	9.3	-1.7	1.9	2.3	6.6	-7.3	13.0	-3.2	-11.9	-13.9
CCOC(=O)C1CCCN(C(=O)/C=C/c2ccc([N+](=O)[O-])cc2)C1 (stereo not drawn)	17.0	-5.8	-0.5	-1.7	-2.6	-11.4	10.8	4.5	15.2	4.1	-3.9
FC(F)(F)c1cccc(NC(=S)NCc2ccccn2)c1	10.8	-12.2	-4.1	-5.4	10.2	-2.4	7.5	2.0	-3.8	-2.0	-3.9
Cc1ncc(CO)c2cc(C(=O)Nc3cccc(F)c3)c(=Nc3cccc(C(N)=O)c3)oc12	18.8	0.6	3.5	7.1	7.4	13.2	0.3	6.5	0.0	-2.4	10.0
CCCOc1ccc(N2C(=O)CC(NCCCN3CCC(C(N)=O)CC3)C2=O)cc1 (stereo not drawn)	17.2	7.1	-2.9	-5.3	2.1	1.6	-1.5	0.1	4.8	-4.8	6.2
CC(C)NC(=O)Cn1nnc(-c2cccc(NC(=O)c3ccccc3F)c2)n1	-3.2	3.5	-27.5	3.6	-0.5	-8.2	0.5	-24.2	-4.6	1.0	1.8
CC(=O)Nc1ccc(NC(=O)C(C)OC(=O)C2CCN(S(=O)(=O)c3ccccc3C(F)(F)F)CC2)cc1 (stereo not drawn)	-17.0	-24.6	-8.3	-14.7	-4.9	15.1	9.2	6.9	19.4	1.9	-4.0
Cc1ccc(O)c(NC(=O)C2CCCCC2)c1	5.4	-12.8	-5.6	-3.8	-3.9	-12.5	-14.4	-10.8	-8.1	-7.8	-5.6
CCCC(=O)N(CCc1ccccc1)Cc1nc2ccccc2c(=O)[nH]1	-15.1	-4.5	5.7	-8.6	4.7	8.9	6.7	19.6	-3.8	-10.3	-8.8
CN1C(=O)c2cccc3c(S(=O)(=O)Nc4ccc(O)c(C(=O)O)c4)ccc1c23	4.8	-0.1	-17.2	-6.1	4.8	3.6	1.1	3.6	2.0	-4.3	16.5
NS(=O)(=O)c1ccc(Sc2ccc3c(c2)CCC3)nc1	-10.1	-0.7	1.8	6.2	4.4	3.7	4.2	8.6	-22.1	0.8	-4.0
COc1ccccc1NC(=O)c1cc(C(=O)Nc2ccccc2OC)n(C)n1	15.9	5.6	5.1	5.6	-7.4	-4.0	4.5	-1.8	-35.7	1.5	-9.9
O=C(CCC1CCCCC1)NNC(=O)NC12CC3CC(CC(C3)C1)C2	13.9	3.0	-4.5	-5.1	6.0	13.8	4.0	-6.3	7.6	-1.7	-2.5
CCOC(=O)[C@H]1[C@H]2COc3ccc(Br)cc3[C@@H]2N2C(=O)CN(Cc3ccc(Cl)cc3)C(=O)[C@@]12C	-13.3	-7.2	1.4	-2.7	1.1	4.4	8.6	-28.8	-2.5	-2.1	7.4
O=C1CCCN1Cc1ncnn1-c1ccccc1	-17.8	-6.9	5.1	-2.9	-16.1	.	-5.9	-0.8	-1.6	3.3	-8.2
Cc1cccc(NC(=O)C(C)Oc2ccc(C)nc2[N+](=O)[O-])c1 (stereo not drawn)	-11.9	-6.6	-5.7	-1.9	-11.4	-0.1	0.0	-13.3	-2.9	7.9	-2.5
COc1ccc(CCNCC(=O)Nc2c(C)cc(C)cc2C)cc1OC	-14.8	-10.3	-1.9	-4.0	-14.8	-1.9	16.6	15.2	-11.2	8.9	-1.4
COc1cc(NC(=O)C/C(C)=N/NC(=O)C(=O)NCCO)c(OC)cc1Cl	-12.6	11.9	-0.7	-0.3	-1.8	-8.0	1.5	-28.2	-12.0	-3.7	11.0
CCCC(=O)c1cc(F)c(N2CCN(C(=O)OCC)CC2)cc1C	-9.5	1.1	-7.0	1.9	-1.8	1.2	-15.7	2.4	40.8	3.1	-14.5
Cc1ccc(N2C(=O)[C@@H]3C(c4cccnc4)=NO[C@@H]3C2=O)c(C)c1	9.0	2.7	-16.3	-2.6	2.7	-2.9	2.0	-12.8	-17.2	-34.7	-0.8
CS(=O)(=O)N(CC(=O)N1CCN(c2ccccc2)CC1)c1ccc(Cl)c(C(F)(F)F)c1	-1.3	17.1	0.6	-5.2	3.3	18.5	-9.4	-0.2	3.3	-8.1	-0.7
O=C(/C=C/c1ccccc1)N/C(=C/c1ccccc1)C(=O)N1CCCCC1	17.4	1.6	2.5	-2.5	-3.3	-9.3	4.1	-4.4	-4.0	-7.1	-3.7
Nc1ccc2nc3n(c(=O)c2c1)CCC3	13.3	-14.7	2.6	-9.9	4.3	3.1	8.3	-17.9	-13.8	-9.6	16.8
Cc1cccc(-c2nc(CS(=O)CC(=O)NCC3CCCO3)c(C)o2)c1 (stereo not drawn)	-17.5	-16.8	2.1	0.8	-2.5	-2.2	-2.0	9.9	-2.7	-1.0	1.7
O=C(NCc1ccc2c(c1)OCO2)c1cccs1	8.3	-15.0	-2.1	-5.1	2.9	-12.4	2.2	-15.5	3.2	-18.3	9.6
CSc1ncccc1C(=O)OCc1ccccc1Cl	-11.4	-15.2	-15.1	0.7	-15.9	-57.5	-9.1	-25.5	2.4	-3.1	-0.7
Cc1ccc(S(=O)(=O)NCc2nc3ccccc3[nH]2)cc1	1.8	4.4	-12.9	3.5	-8.7	-32.3	-5.1	-6.3	4.7	-0.5	-2.3
O=C(O)C1CSC2c3ccccc3C(=O)N12 (stereo not drawn)	-2.2	-26.5	7.8	0.5	-11.6	15.2	-14.1	-0.3	1.7	0.7	-2.6
Cc1sc2c(c1C)C(=O)/C(=C\Nc1ccccn1)S(=O)(=O)N2C	9.2	12.7	-18.8	-8.0	6.4	-6.1	0.4	-9.8	-3.6	-0.3	-14.9
CC(C)CNS(=O)(=O)c1ccc(CCC(=O)O)cc1	3.9	13.3	8.3	-3.6	-7.2	8.8	1.7	8.2	-14.7	-9.0	27.3
O=C(CN(c1ccccc1Cl)S(=O)(=O)c1ccccc1)N/N=C/c1ccccc1C(=O)O	14.6	-0.8	5.9	1.7	0.9	-3.4	-22.4	1.2	-7.2	-3.2	0.9
Cc1nc(SCC(=O)N2CCC(Cc3ccccc3)CC2)[nH]c(=O)c1C	1.9	8.1	-12.2	-1.9	-0.8	-6.5	3.7	4.0	14.7	3.1	-4.9
O=C(CCSCc1ccccc1F)NCc1ccc(F)cc1	-8.2	6.3	-27.6	4.1	7.6	-18.8	-6.8	20.1	-16.7	-4.5	36.1
CC(C)=CCC/C(C)=C/C(N)=O	-5.3	9.1	-2.0	-10.8	3.8	0.3	11.8	-0.7	-5.3	-7.7	-3.6
O=C(O)CCc1ccc(-c2cccs2)n1-c1ccc(C(=O)O)cc1	3.3	0.8	-15.2	-3.1	4.4	-33.4	5.0	1.8	-5.5	-1.2	-6.9
CC1CCCCC12NC(=O)N(CC(=O)N1CCN(S(=O)(=O)c3cccs3)CC1)C2=O (stereo not drawn)	4.4	-5.0	-9.6	-8.1	-2.9	-1.4	2.8	4.5	10.5	-4.1	4.7
COC(=O)c1ccc(NC(=O)C2CC(=O)OC2c2ccccc2)cc1 (stereo not drawn)	12.5	9.3	-8.7	-4.3	-4.7	-32.6	6.8	-2.3	6.3	5.1	-4.5
CC(C)(OC(=O)c1ccc(C(F)(F)F)cc1)c1cc2ccccc2c(=O)o1	-19.1	8.9	-16.4	7.2	8.9	-9.2	0.3	-35.5	14.2	5.7	.
CCCCSc1n[nH]c(N)n1	17.4	-12.8	-0.5	-5.9	-10.3	11.8	-5.5	-5.8	-5.9	8.1	9.1

Later entries:
SMILES	SRC3 inh	LRH-1 inv ag	SRC1 inh	TLR9-MyD88 block	NOD2 RIPK2 PPI	TROY NFkB inh	NR2F2 inh	SRC2 inh	TRAIL sens C8	EBV LMP1 NFkB	Vif imaging
O=C(CSC1=NCCS1)NCc1ccco1	-10.4	-6.3	-12.6	-23.9	-3.5	4.7	6.9	2.7	1.5	-0.7	2.0
C(=C\c1ccccc1)/CNn1cnnc1	7.2	-8.6	-2.5	2.9	-0.1	-1.2	2.5	-17.3	13.9	-4.5	9.6
CCn1cc(/C=N\NC(=O)Cc2ccc(Cl)cc2)cn1	15.5	-5.0	-5.5	-11.3	-3.1	-6.8	-17.7	-9.5	-11.8	0.5	2.9
NC(=O)c1cc(C(=O)c2ccccc2Cl)c[nH]1	15.7	-1.4	-2.0	9.8	-10.8	-9.3	0.7	25.4	-4.6	3.8	-1.8

Rewritten with values under each structure: part of the list above.
The line under a structure holds: SRC3 inh, LRH-1 inv ag, SRC1 inh, TLR9-MyD88 block, NOD2 RIPK2 PPI, TROY NFkB inh, NR2F2 inh, SRC2 inh, TRAIL sens C8, EBV LMP1 NFkB, Vif imaging
O=C(CSC1=NCCS1)NCc1ccco1
 : -10.4, -6.3, -12.6, -23.9, -3.5, 4.7, 6.9, 2.7, 1.5, -0.7, 2.0
C(=C\c1ccccc1)/CNn1cnnc1
 : 7.2, -8.6, -2.5, 2.9, -0.1, -1.2, 2.5, -17.3, 13.9, -4.5, 9.6
CCn1cc(/C=N\NC(=O)Cc2ccc(Cl)cc2)cn1
 : 15.5, -5.0, -5.5, -11.3, -3.1, -6.8, -17.7, -9.5, -11.8, 0.5, 2.9
